# Source: PubChem (several laboratories)
# hERG protect – compounds protecting human hERG from proarrhythmic drug block | Q12809 | CHO-hERG, FluxOR thallium flux, dofetilide IC70 present | activation (rescue from dofetilide block), less the hit threshold, % at 10 µM | 310,000 tested, 0.51% active;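 active means activation above the mean of controls blocked by dofetilide plus 5 SD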;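 further: thallium influx through hERG after potassium depolarization seen as dye fluorescence rise; in these data hits start at about 4.7%; inactives centre near -7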
# TRPC4 potent – allosteric potentiators of mouse TRPC4 channel; B-score at 10 µM; Q9QUQ5; 310,000 tested, 0.42% active; AID 2227; HEK293 TRPC4beta/mu-opioid, DAMGO EC20, Fluo-4 Ca2+ flux; stronger effect = higher value;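 active means B-score of calcium response area above 5 SD of library B-scores, with initial fluorescence ratio within 5 SD of library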;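 further: B-score of integrated fluorescence ratio over time as area under calcium response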
# PolyA inh – inhibitors of polyadenylation in S. cerevisiae | 300,000 tested, 0.02% active | calls only at 12 µM | AID 1875 | S. cerevisiae SKY197-pL101 polyadenylation reporter, beta-gal luminescence; efflux-impaired pdr1/pdr3 knockout yeast; score 100 = 6 SD above DMSO;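 active means lowest replicate activity score at least 50, where 100 means six control SD above control mean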;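 further: yeast exposed to compound for 9 h at 30 °C; higher score means more reporter readthrough which indicates perturbed polyadenylation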
# KCNQ1 block – blocks the human KCNQ1 potassium channel; CHO-K1 KCNQ1, FluxOR thallium flux fluorescence; stronger effect = higher value; B-score at 10 µM; 310,000 tested, 1.3% active;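 active means compounds whose thallium flux B-score, printed positive for inhibition, exceeds three library SD while starting fluorescence stays within three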;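 further: channel opened by potassium depolarization with thallium stimulus after 20 min compound exposure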
# Target sequence (P51787 whole entry, looked up): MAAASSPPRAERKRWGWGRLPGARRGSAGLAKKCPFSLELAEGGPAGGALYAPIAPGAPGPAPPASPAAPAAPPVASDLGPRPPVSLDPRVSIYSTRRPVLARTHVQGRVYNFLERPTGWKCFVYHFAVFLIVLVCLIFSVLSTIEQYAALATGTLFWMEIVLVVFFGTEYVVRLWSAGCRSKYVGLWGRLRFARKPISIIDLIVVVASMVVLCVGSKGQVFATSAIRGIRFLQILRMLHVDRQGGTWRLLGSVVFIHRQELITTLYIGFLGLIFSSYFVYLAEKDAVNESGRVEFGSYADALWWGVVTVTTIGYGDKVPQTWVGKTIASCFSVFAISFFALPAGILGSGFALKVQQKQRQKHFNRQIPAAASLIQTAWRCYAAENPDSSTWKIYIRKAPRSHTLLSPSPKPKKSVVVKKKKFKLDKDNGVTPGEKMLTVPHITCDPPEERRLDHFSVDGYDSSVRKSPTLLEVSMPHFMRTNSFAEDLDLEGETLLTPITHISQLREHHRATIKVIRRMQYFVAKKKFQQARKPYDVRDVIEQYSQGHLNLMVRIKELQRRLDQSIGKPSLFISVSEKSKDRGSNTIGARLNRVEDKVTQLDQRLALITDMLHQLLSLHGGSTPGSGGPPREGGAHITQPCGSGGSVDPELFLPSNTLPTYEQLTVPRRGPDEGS
# Dyrk1A ADPGlo – Dyrk1A (rat) kinase inhibition; AID 504441; inhibition, % at 12.5 µM; ADP-Glo luminescence, NFATc1 peptide; 310,000 tested, 0.43% active; in the data active means inhibition above about 50%;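 further: plate controls were vehicle with enzyme for no effect and no enzyme for full effect; many of its hits are not listed in these tables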
# KCNQ1 pot – human KCNQ1 channel potentiation or activation. CHO-K1 KCNQ1, thallium flux FluxOR fluorescence; stronger effect = higher value. B-score at 10 µM. 310,000 tested, 0.35% active;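 active means fluorescence ratio B-score, a plate-corrected score, at least three library SD, with initial intensity B-score within 5 SD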
#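 Doses: Single concentration per compound, DMSO matched to controls | Test system: KCNQ1-transfected CHO-K1 cells | Timing: 90 min dye loading and 20 min compound exposure, both at room temperature | Measured by: Kinetic FluxOR thallium fluorescence, 10-s 1-Hz baseline, 110-s post-stimulus read | Medium: Assay buffer with matched DMSO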
# TRPC4 agonist – activators of mouse TRPC4 channel | B-score at 10 µM | Q9QUQ5 | HEK293 TRPC4beta/mu-opioid, Fluo4 calcium fluorescence; stronger effect = higher value | AID 2237 | 310,000 tested, 0.49% active;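 active means B-score above 5 SD of library B-scores, and initial fluorescence ratio not above library mean plus 5 SD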;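 further: positive B-score marks a calcium rise read as TRPC4 activation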
#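 Technique: kinetic Fluo4 calcium fluorescence; Test system: TRPC4beta and mu-opioid receptor HEK293 stable cells; Measure: B-scored integrated calcium fluorescence ratio; Benchmarks: low control buffer alone, high control maximal DAMGO; Schedule: 45 min room-temperature Fluo4 loading, 110 s read.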
# KCNK9 inh – inhibitors of human KCNK9 two-pore domain potassium channel; Q9NPC2; HEK293 KCNK9, FluxOR thallium flux fluorescence; stronger effect = lower value; 310,000 tested, 1.2% active; B-score at 10 µM;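 active means ratio B-score over 3 SD below the library mean, with starting fluorescence within 5 SD of its mean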;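 further: negative B-score means less thallium flux so channel inhibition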
# KCNK3 inh – human KCNK3 channel inhibition, primary screen; B-score at 10 µM; CHO-KCNK3 thallium flux, FluxOR fluorescence; stronger effect = lower value; O14649; 340,000 tested, 0.84% active;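 active means B-score under library mean minus 4 SD, starting fluorescence ratio at most library mean plus 5 SD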;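 further: more negative B-score means stronger inhibition of thallium flux through KCNK3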
# Target sequence (O14649 whole entry, looked up): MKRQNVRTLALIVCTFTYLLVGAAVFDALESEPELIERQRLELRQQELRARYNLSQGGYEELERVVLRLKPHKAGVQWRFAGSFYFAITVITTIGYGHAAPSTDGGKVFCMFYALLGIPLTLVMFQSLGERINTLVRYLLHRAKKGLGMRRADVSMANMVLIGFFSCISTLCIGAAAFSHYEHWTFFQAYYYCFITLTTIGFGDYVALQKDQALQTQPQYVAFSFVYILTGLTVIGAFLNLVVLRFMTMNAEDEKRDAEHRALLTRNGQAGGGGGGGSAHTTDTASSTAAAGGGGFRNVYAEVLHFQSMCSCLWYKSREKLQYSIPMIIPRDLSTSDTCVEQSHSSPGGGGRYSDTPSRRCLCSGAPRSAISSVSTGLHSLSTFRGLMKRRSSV
# Platelet DG rel – platelet dense granule release activity; 300,000 tested, 0.22% active; AID 1663; human platelet-rich plasma, SFLLRN dense granule ATP release, luminescence; inhibition, %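 (compounds screened at 7.5 µM in platelet-rich plasma)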;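 active means mean replicate score, as percent of positive control, at or above 50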
# TRPC4 block – TRPC4 (mouse) channel inhibition; Q9QUQ5; HEK293 TRPC4beta/mu-opioid, DAMGO-evoked Fluo4 calcium flux; stronger effect = lower value; B-score at 10 µM; 300,000 tested, 0.39% active; AID 2247;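 active means B-score over 3 SD under the library average, no early fluorescence shift, positive overall ratio signal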
#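 Assay system: TRPC4beta/mu-opioid receptor HEK293 cell line; compound dosing: single concentration per test compound; detection: Fluo4 Ca2+ flux fluorescence; evaluation: per-well B score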
# The depositor's hits bear a star; i = inactive; · = no result given. A portion of the library; rates above refer to the full screens.
canonical_smiles	hERG protect	TRPC4 potent	PolyA inh	KCNQ1 block	Dyrk1A ADPGlo	KCNQ1 pot	TRPC4 agonist	KCNK9 inh	KCNK3 inh	Platelet DG rel	TRPC4 block
COc1ccc(-c2nnc3sc(C(C)N4C(=O)c5ccccc5C4=O)nn23)cc1 (stereo not given)	-6	i	i	i	37	i	i	i	i	23	i
O=C(O)CSCC(=O)N1CCCN(c2ccc(C(F)(F)F)cn2)CC1	-10	i	i	i	-1	i	i	i	i	1	i
CCN(CC)S(=O)(=O)c1cc(-c2nn(C)c(=O)c3ccccc23)ccc1C	-14	i	i	i	12	i	i	i	i	-1	i
CCOC(=O)C1CCN(c2nc3c(C)cccn3c(=O)c2/C=C(\C#N)S(=O)(=O)c2ccccc2)CC1	-13	i	i	i	-5	i	i	i	-9.3*	-11	i
COc1ccccc1N(Cc1ccccc1)S(=O)(=O)c1cccc(C(=O)Nc2ccc(C)cn2)c1	-18	i	i	6*	-5	i	i	i	i	0	i
Fc1ccccc1OCCn1c(=S)[nH]c2ccccc21	-9	i	i	i	10	i	i	i	i	-2	i
CCC(C)Sc1nc2c(c(=O)[nH]c(=O)n2C)n1CCc1ccccc1 (stereo not given)	-7	i	i	i	1	i	i	i	i	13	i
O=C(NNS(=O)(=O)c1ccccc1F)c1sccc1-n1cccc1	-3	i	i	i	3	i	i	i	i	4	i
COc1ccc(S(=O)(=O)N2CCOC23CCN(S(=O)(=O)c2cc(C)ccc2OC)CC3)cc1	-10	i	i	i	-2	i	i	i	i	22	i
O=S(=O)(c1ccc(S(=O)(=O)N2CCN(C/C=C/c3ccccc3)CC2)cc1)N1CCCC1	-3	i	i	i	-11	i	i	i	i	2	i
COCC(=O)N1CCC(Oc2cccc(C(=O)NCc3ccccn3)c2)CC1	-6	i	i	i	·	i	i	i	i	11	i
O=C(NNC(=O)c1ccc(S(=O)(=O)N2CCCCC2)cc1)c1ccccc1	-4	i	i	i	-1	i	i	i	i	-6	i
CC(C)=CC(=O)N1CCC(N2CCC(C(=O)NCC3CCCO3)CC2)CC1 (stereo not given)	-11	i	i	i	-4	i	i	i	i	17	i
COc1ccccc1NC(=S)NCCc1ccc(F)cc1	-10	i	i	i	6	i	i	i	i	-3	i
O=C1C(Oc2ccc(Cl)cc2)C(c2ccc3c(c2)OCO3)N1CC1CCCO1 (stereo not given)	-20	i	i	i	-29	i	i	i	i	12	i
Nc1nc(-c2ccco2)nc(N2CCCCC2)n1	-8	i	i	i	11	i	i	i	i	-2	i
COc1cccc(OC)c1C(=O)N1CCNCC1	-10	i	i	i	-2	i	i	i	i	1	i
CCc1nc2ccccc2c(C(=O)Nc2ccc(C)cc2)c1C	-4	i	i	i	0	i	i	i	i	-3	i
CN(C(=O)COc1ccc(Cl)cc1Cl)c1nnc(C23CC4CC(CC(C4)C2)C3)s1	-7	i	i	i	4	i	i	i	i	-7	i
O=C(O)C1CCN(C(=O)c2ccccc2N2C(=O)[C@@H]3Cc4c([nH]c5ccccc45)C(c4cccc(Cl)c4)N3C2=O)CC1 (stereo not given in full)	-9	i	i	i	1	i	i	i	i	2	i
Cc1cc(C(C)(C)C)cc(C)c1COC(=O)C1CCC(=O)N1 (stereo not given)	-1	i	i	i	-1	i	i	i	i	-14	i
Cc1cc([N+](=O)[O-])c(C)cc1-c1ccc(/C=N/n2cnnc2)o1	-6	i	i	i	7	i	i	i	i	13	i
CC1CCN(C(=O)Nc2ccc3nsnc3c2)CC1	-2	i	i	i	·	i	i	i	i	-6	i
COc1ccccc1NC(=O)N(Cc1ccco1)Cc1cc2c(C)ccc(C)c2[nH]c1=O	-21	i	i	i	-5	i	i	i	i	1	i
CCc1ccc(/C=C2/SC(=S)N(CCC(=O)Nc3ccc(C(=O)O)cc3)C2=O)cc1	-8	i	i	i	-7	i	i	i	i	-1	i
COCCN(CC(=O)NCc1ccc(F)cc1)C(=O)CCC(=O)Nc1nccs1	-5	i	i	i	-3	i	i	i	i	-17	i
CCOC(=O)c1cc2c(ccc3nc(C)c(C)c32)[nH]c1C	-5	i	i	i	2	i	i	i	i	-7	i
Cc1ccc(C(=O)Nc2ccc(S(=O)(=O)N3CCN(C)CC3)cc2)cc1	4	i	i	i	-9	i	i	i	i	-5	i
Cc1ccc(C)c(NC(=O)CSc2nc3ccccc3nc2N2CCOCC2)c1	-9	i	·	i	0	i	i	i	i	6	i
C=CCNC(=O)/C(=C\c1ccc2c(c1)OCO2)NC(=O)c1ccc(Br)cc1	-7	i	i	i	-1	i	i	i	i	-18	i
O=C(NCCN1CCC(Cc2ccccc2)CC1)C1CCCN(S(=O)(=O)c2cnc[nH]2)C1 (stereo not given)	0	i	i	i	-9	i	i	i	i	-18	i
O=C1CC(N2CCN(C3CCc4ccccc4C3)CC2)C(=O)N1c1ccccc1 (stereo not given)	-11	i	i	i	-2	i	i	i	i	-22	i
CC1CN(C)C(C)CC1OC(=O)C(c1ccccc1)c1ccccc1 (stereo not given)	-13	i	i	i	·	i	i	i	i	7	i
CCCCCC1CCC(C(=O)NNC(=S)NCC)CC1 (stereo not given)	-17	i	i	i	-3	i	i	i	i	13	i
CCN1CCN(C(=S)c2ccc(Br)cc2)CC1	-12	i	i	i	6	i	i	i	i	-1	i
Cn1cc([N+](=O)[O-])c(C(=O)NC2CCCC2)n1	-2	i	i	i	8	i	i	i	i	10	i
CC(=O)Nc1cccc(-n2nnc(SCC(=O)Nc3ccccc3)n2)c1	1	i	i	i	·	i	i	i	i	6	i
CCOc1ccc(N=C2NC(=O)S/C2=C\c2ccc(O)cc2)cc1	-5	i	i	i	6	i	i	i	i	0	i
CN(C)CCNC(=O)c1cc(Br)ccc1Cl	-4	i	i	i	-7	i	i	i	i	6	i
C=CC(=O)N=c1sc2ccccc2n1-c1ccccc1	-10	i	i	i	-3	i	i	i	i	-1	i
CCCN1CCC(N2CCCC(C(=O)O)C2)CC1 (stereo not given)	-7	i	i	i	-2	i	i	i	i	-2	i
Cc1cccc(NC(=O)C2CCCN2S(=O)(=O)c2ccc3c(c2)n(C)c(=O)c(=O)n3C)c1 (stereo not given)	-12	i	·	i	1	i	i	i	i	9	i
Cc1ccc(C(=O)OCC(=O)NN2C(=O)NC3(CCC(C)CC3)C2=O)cc1 (stereo not given)	-13	i	i	i	9	i	i	i	i	-5	i
O=C(Cc1cccs1)NNC(=S)NC(=O)c1ccccc1	-16	i	i	i	-4	i	52*	i	i	-10	i
Cc1nn2c(-c3ccncc3)ccnc2c1Br	-2	i	i	i	21	i	i	i	i	5	i

# A few values from above:
# Result for O=C(Cc1cccs1)NNC(=S)NC(=O)c1ccccc1 under hERG protect: -16
# Result for O=C(NCCN1CCC(Cc2ccccc2)CC1)C1CCCN(S(=O)(=O)c2cnc[nH]2)C1 (stereo not given) under Platelet DG rel: -18

# Later entries:
canonical_smiles	hERG protect	TRPC4 potent	PolyA inh	KCNQ1 block	Dyrk1A ADPGlo	KCNQ1 pot	TRPC4 agonist	KCNK9 inh	KCNK3 inh	Platelet DG rel	TRPC4 block
O=C(COc1cccc2c1CCNC2=O)NC1CCCCC1	-5	i	i	i	-2	i	i	i	i	-3	i
CC(=O)c1ccc(N2CCN(CCC#N)CC2)c(F)c1	-3	i	i	i	-2	i	i	i	i	-4	i
CCC(=O)Nc1ccc2c(c1)C(=O)N(C)C2=O	-5	i	i	i	3	i	i	i	i	-1	i
CN(c1ccccc1)S(=O)(=O)c1cccc(C(=O)N2CCN(c3ccccn3)CC2)c1	-13	i	i	i	1	i	i	i	i	0	i
CCOP(=O)(OCC)c1nc(-c2ccc(OC)cc2)oc1N1CCOCC1	-14	i	i	i	-1	i	i	i	i	12	i
COC(=O)c1ccc(CN2CCCC(C(=O)Nc3cccc(-n4cnnn4)c3)C2)cc1 (stereo not given)	-3	i	i	i	10	i	i	i	i	-5	i
C=CCOc1ccccc1CNCc1cccnc1	-9	i	i	i	6	i	i	i	i	-5	i
Cc1ccc(C)c(S(=O)(=O)NCCOC(=O)Nc2sc(=S)n(C)c2C)c1	-4	i	i	i	36	i	i	i	i	2	i
Cc1cccc(C(=O)N2CCN(Cc3ccc4c(c3)OCO4)CC2)c1	-9	i	i	i	2	i	i	i	i	-4	i
Cn1ccnc1SCC(=O)Nc1nc2c(F)c(F)c(F)cc2s1	-10	i	i	i	·	i	i	i	i	-2	i
NS(=O)(=O)c1ccc(NC(=S)NC(=O)C2CCCCC2)cc1	2	i	i	i	6	i	i	i	i	-2	i
CCCn1nc(C(=O)NNC(=O)CCCOc2ccc(C)cc2)c2ccccc2c1=O	-4	i	i	i	-3	i	i	i	i	14	i
CCN(c1cccc(C)c1)S(=O)(=O)c1cnc[nH]1	5.3*	i	i	i	1	i	i	i	i	1	i
C=CCn1c(SCC(=O)Nc2ccc3c(c2)OCCO3)nnc1-c1ccco1	-9	i	i	i	-2	i	i	i	i	-4	i
COc1ccc(NC(=O)C2(c3cccs3)CCOCC2)cc1	-16	i	i	i	-2	i	i	i	i	-2	i
O=C(N/N=C/c1ccc2c(c1)OCO2)C(=O)Nc1cccc(Cl)c1	0	i	i	i	4	i	i	i	i	15	i
O=C1CN(C(=O)CSc2nnnn2-c2ccc(Cl)cc2)c2ccccc2N1	-16	i	i	i	9	i	i	i	i	11	i
COc1ccc(OC)c(NC(=O)COC(=O)CSc2ccc(Cl)cc2)c1	-6	i	i	i	-14	i	i	i	i	-8	i
CCOCC(=O)Nc1ccc([N+](=O)[O-])cc1OC	-9	i	i	i	6	i	i	i	i	0	i
O=C(CO/N=C/c1ccc(Cl)cc1Cl)NNC(=O)c1ccc(Cl)cc1Cl	-2	i	i	i	2	i	i	i	i	3	i
O=C(O)CCN=CC1=C(O)CC(c2ccccc2)CC1=O (stereo not given)	-3	i	i	i	-1	i	i	i	i	-17	i
CCOC(=O)c1cnc(SC)nc1Oc1cccc(NC(=O)c2ccc(C)cc2)c1	-8	i	i	i	-10	i	i	i	i	-6	i
